Bioassay records: PubChem BioAssay, several laboratories
Mtb BioA inh: M. tuberculosis BioA enzyme inhibitors, primary screen, biochemical, plate reader, single point, HTS. inhibition, % at 9.99 µM. AID 602481, 2012. 360,000 compounds, 0.096% hits. 7,8-diaminopelargonic acid synthase BioA (Mycobacterium tuberculosis). purified M. tuberculosis BioA enzyme; in the data active means inhibition above about 40%; inconclusive means no clear call, values can overlap the other calls
BoNT F protease: BoNT/F light chain protease inhibitors, primary screen, biochemical, flow cytometry, MLPCN library. Botulinum neurotoxin type F light chain protease (Clostridium botulinum). Multiplex microsphere protease cleavage assay. inhibition, % at 10 µM. 360,000 compounds, 0.22% hits; in the data active means inhibition above about 35%, passing the limit was not always enough; inconclusive means no clear call, values can overlap the other calls; further: plate controls were buffer without enzyme for full effect and enzyme alone for no effect
MazEF act: activators of E. coli MazEF toxin-antitoxin RNase, primary screen, biochemical, fluorescence, uHTS; Endoribonuclease toxin MazF (Escherichia coli (strain K12)), P0AE70; 350,000 compounds, 0.32% hits; activation, % at 20 µM; FAM/BHQ RNA-DNA oligo cleavage fluorescence, 5 h; in the data active means activation above about 50%
Target sequence (P0AE70 whole entry, looked up): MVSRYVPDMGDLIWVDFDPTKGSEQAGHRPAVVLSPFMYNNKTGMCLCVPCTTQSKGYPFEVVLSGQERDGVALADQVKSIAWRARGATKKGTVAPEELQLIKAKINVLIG
PrPC TRFRET: inhibitors of human cell surface prion protein PrPC, primary screen, cell-based, TR-FRET. TR-FRET read-out. 370,000 compounds, 0.43% hits. Major prion protein (Homo sapiens), P04156. inhibition, % at 13.8 µM; in the data active means inhibition above about 24%; further: 0% = median of the test wells and 100% = reference compound wells
Rv3671c protease: Rv3671c serine protease inhibitors, primary screen, biochemical, fluorescence polarization, M. tuberculosis H37Rv. inhibition, % at 5.96 µM. 320,000 compounds, 0.048% hits. AID 2606, 2010. P9WHR9; in the data active means inhibition above about 38%;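 further: extracellular domain of Rv3671c used as enzyme; 0% = enzyme with DMSO and 100% = no enzyme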
Target sequence (P9WHR9 whole entry, looked up, the tested form may be a part): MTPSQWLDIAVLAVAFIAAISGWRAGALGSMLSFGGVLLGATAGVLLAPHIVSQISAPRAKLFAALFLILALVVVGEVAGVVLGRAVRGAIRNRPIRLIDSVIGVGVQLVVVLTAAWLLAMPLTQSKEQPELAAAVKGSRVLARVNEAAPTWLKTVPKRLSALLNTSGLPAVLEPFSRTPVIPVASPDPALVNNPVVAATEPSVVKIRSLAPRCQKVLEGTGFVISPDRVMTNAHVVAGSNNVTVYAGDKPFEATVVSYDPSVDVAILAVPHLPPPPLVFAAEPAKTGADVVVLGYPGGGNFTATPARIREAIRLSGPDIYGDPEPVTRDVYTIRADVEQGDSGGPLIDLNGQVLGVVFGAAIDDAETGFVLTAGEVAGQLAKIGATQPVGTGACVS
UGM FP inh: M. tuberculosis UGM enzyme inhibitors, primary screen, biochemical, fluorescence polarization, single point | purified UGM, fluorescence polarization probe displacement | UDP-galactopyranose mutase (Mycobacterium tuberculosis (strain ATCC 25618 / H37Rv)), … | 320,000 compounds, 0.06% hits | inhibition, % at 10 µM; in the data active means inhibition above about 10%, passing the limit was not always enough; inconclusive means no clear call, values can overlap the other calls
GDH-TPI counter: GDH-TPI coupling enzyme inhibitors, primary screen, artefact control for M. tuberculosis FBA inhibitor project, biochemical, absorbance, full deck | GDH-TPI coupled enzyme counterscreen, NADH absorbance | inhibition, % at 4.8 µM | 360,000 compounds, 1.2% hits | AID 588335, 2011; in the data active means inhibition above about 30%;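 further: 0% = DMSO wells and 100% = wells lacking the enzyme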
FadD28 FP inh: inhibitors of FadD28 bisubstrate probe binding, primary screen, biochemical, fluorescence polarization, single point; Mycobacterium tuberculosis FadD28 fatty-acid-AMP ligase; inhibition, % at 12.5 µM; 360,000 compounds, 0.22% hits; in the data active means inhibition above about 8.5%, passing the limit was not always enough; inconclusive means no clear call, values can overlap the other calls
Mtb FBA inh: Mtb FBA enzyme inhibitors, primary screen, biochemical, fluorescence, strain H37Rv. Fructose-bisphosphate aldolase (Mycobacterium tuberculosis (strain ATCC 25618 / H37Rv)), …. purified M. tuberculosis FBA, fluorescence read-out. inhibition, % at 1 µM. 360,000 compounds, 2.3% hits. AID 588726, 2011; in the data active means inhibition above about 27%;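 further: 0% = vehicle and 100% = reference inhibitor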
Target sequence (P9WQA3 whole entry, looked up): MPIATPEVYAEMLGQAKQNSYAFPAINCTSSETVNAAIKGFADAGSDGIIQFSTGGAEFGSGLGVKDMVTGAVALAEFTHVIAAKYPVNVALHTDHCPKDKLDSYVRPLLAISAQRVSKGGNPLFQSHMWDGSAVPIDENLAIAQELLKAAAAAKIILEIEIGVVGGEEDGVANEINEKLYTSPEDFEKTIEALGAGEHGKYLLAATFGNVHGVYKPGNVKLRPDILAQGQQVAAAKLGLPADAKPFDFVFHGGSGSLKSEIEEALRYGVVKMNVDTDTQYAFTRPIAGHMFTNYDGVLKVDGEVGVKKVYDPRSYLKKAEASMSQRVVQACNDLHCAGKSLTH
Numbers without * were called inactive; ? = inconclusive; · = no result given; & = joins results of further samples.

SMILES	Mtb BioA inh	BoNT F protease	MazEF act	PrPC TRFRET	Rv3671c protease	UGM FP inh	GDH-TPI counter	FadD28 FP inh	Mtb FBA inh
COc1ccc(C(=O)Nc2nnc(CCc3ccccc3)s2)c(OC)c1	-0.1	?	-16	8	-10	1.7	-2	-2.5	1
Cn1c2c(c(=O)n(C)c1=O)[C@@]1(C(=O)Nc3ccccc31)C(C#N)=C(N)O2	·	-2	3	0	5	0.2	4	-0.7	2
Fc1ccc(-c2nc3cnccn3c2NC2CCCC2)cc1	·	-6	1	12	-12	-0.1	6	-0.2	9
COc1ccc(-c2noc(CCC(=O)NCc3cccnc3)n2)cc1	0.4	-4	-1	-1	3	0.4	-11	0.3	8
COc1cc(NC2c3ccccc3C(=O)N2Cc2ccccc2Cl)cc(OC)c1 (stereo unspecified)	-1.2	1	-8	10	8	-3.4	5	-4.3	3
CCOC(=O)c1c(-c2ccc(OC)cc2)csc1NC(=O)CCN1C(=O)c2ccccc2C1=O	-1.0	5	-15	·	-10	-1.7	-2	-0.8	4
CCN(CC)c1ccc(CNC23CN4CN(CN(C4)C2)C3)cc1	-1.2	-27	14	9	-1	1.5	13	0.2	3
CC(=O)c1cc(-c2ccccc2)n(CC(=O)Nc2ccc(C)c(C)c2)c1C	·	-5	-7	6	-3	-1.0	17	-1.9	-1
CCc1ccc(N(C(=O)c2csnn2)C(C(=O)NC(C)(C)CC)c2cccnc2)cc1 (stereo unspecified)	·	-7	3	-9	1	6.5	-5	-2.3	0
COc1ccc(-n2ccnc(SCC(=O)NC3CCCCC3)c2=O)cc1	-1.2	-5	-7	·	10	-2.8	15	-3.8	2
COc1ccccc1CCC(=O)Nc1ncc(C)s1	-0.9	-23	3	3	-1	-3.2	-1	-1.2	2
C[C@H](CO)N1C[C@H](C)[C@@H](CN(C)S(C)(=O)=O)Oc2ccc(NS(=O)(=O)c3cn(C)cn3)cc2C1=O	-1.6&-1.3	-3	9	-5	-1	·	4	-1.2	-1
CCOC(=O)C1CCCCN1Cc1ccc(F)cc1 (stereo unspecified)	-0.8	10	0	-6	4	1.9	-11	-4.2	-1
O=S(=O)(Nc1ccc(O)c2ccccc12)c1ccc(OC(F)(F)F)cc1	0.2	?	-19	-4	-82	-0.6	-2	-8.2	0
O=S(=O)(Nc1cccnc1)c1ccc(C2CCCCC2)cc1	0.7	6	0	13	-5	-0.2	-5	-4.4	0
C/C=C(/CCC1NCCc2c1[nH]c1ccccc21)[Si](C)(C)C (stereo unspecified)	·	-36	11	5	·	·	-3	-7.4	3
CC(C)(CO)N=Cc1c(O)[nH]c2ccccc12	·	10	5	·	6	2.0	28	0.3	-2
COc1ccc(C(=O)NC(=S)NNC(=O)c2ccc(C)cc2)cc1	·	?	11	-8	13	2.6	20	-1.3	22
O=C(Cc1ccccc1)Nc1ccccc1N1CCOCC1	0.8	-5	1	-4	-4	-0.1	12	-1.3	5
CN(C)CC/C=C1/c2ccc(F)cc2Sc2ccc(Cl)cc21	-0.3	·	24	-1	4	1.9	2	-7.1	1
CC(C)=CCC/C(C)=C/CNC(=O)C[C@H]1C[C@H](C(=O)N2CCOCC2)[C@@]2(CCC3CCCC3)c3[nH]c4cc(CCC(=O)N(C)C)ccc4c3CCN2C1=O	-1.4	-2	19	7	·	·	2	-0.9	-3
COC(=O)C1C(=O)C2=C(CC1C)NC(=O)CC2c1cccc(C)c1 (stereo unspecified)	·	-6	-2	0	5	1.1	4	0.4	-2
CCCS(=O)(=O)N1CCCC(C(=O)N2CCCCC2)C1 (stereo unspecified)	0.1	-7	11	4	6	1.4	-8	-2.1	-1
COc1ccc(C(O)Cn2cc([N+](=O)[O-])nc2C)cc1 (stereo unspecified)	0.6	?	12	-4	-2	2.6	8	-3.6	0
CCN1CNC(=S)N(c2cccc(C)c2)C1	-1.1	21	-2	3	6	0.1	-11	-1.8	2
Nc1nonc1-n1nnc(C(=O)N/N=C/c2cc(Br)cs2)c1-c1ccccc1	-3.6	6	-19	2	-9	0.4	5	3.7	3
CCCCCCCCCCCCS(=O)(=O)CCC(=O)O	2.1	-2	-7	-1	5	-2.9	-4	1.4	-3
OCCN(Cc1ccccc1)Cc1ccccc1O	·	-1	-20	2	4	-0.8	2	-2.1	4
CC(C(=O)Nc1cccc([N+](=O)[O-])c1)N1C(=O)NC2(CCCC2)C1=O (stereo unspecified)	3.6	6	8	-18	-2	-0.6	1	-0.9	0
CCSC1=C(C#N)C(c2ccc(C)s2)CC(=O)N1 (stereo unspecified)	-1.1	-11	2	2	-5	2.2	8	-1.3	2
Cc1ccc(C2=NN(C(=O)CCl)C(c3cccs3)C2)o1 (stereo unspecified)	·	-12	-6	-9	-5	-4.8	3	-4.3	0
COc1cc(S(=O)(=O)N(Cc2cccs2)CC2CCCO2)ccc1-n1cnnn1 (stereo unspecified)	-1.3	41*	0	-10	5	-2.2	2	-0.3	6
Cc1ccc(C)c(NC(=O)CCC(=O)NNC(=S)Nc2ccccc2)c1	·	27	-1	-6	-8	1.4	7	-0.6	21
c1ccc2nc3c(nc2c1)CCc1nonc1-3	-0.9	5	-6	-38	-2	-2.2	30	-2.8	-1
CCOc1c(Cl)cc(CNCC(C)C)cc1OC	·	-7	5	-4	1	-1.2	1	0.1	-1
C=C(C)C(=O)Nc1cccc(C2=NOC3(C2)C[C@@H](C(N)=O)N(C(=O)C2(C)CC2)C3)c1 (stereo partly specified)	-0.8	7	7	8	0	-0.8	2	-2.6	-1
O=C1CCCN1S(=O)(=O)c1ccc(F)cc1	0.5	?	8	-3	8	1.1	9	-1.3	3
CSc1nsc(SCC(=O)Nc2ccccc2C(=O)O)n1	-1.2	-5	3	0	-11	5.3	-3	-1.7	-1
C=CCn1c(O)c(C(C)=NCCCN2CCOCC2)c(=O)[nH]c1=O	-0.2	-5	4	-5	-5	-1.9	11	0.7	-2
CC(C)(C)c1cc(NC(=O)c2cccs2)no1	1.1	-3	7	2	0	4.3	1	-0.9	6
COCCNc1nc(-c2cc(-c3ccc(Cl)cc3)on2)cc(C(C)C)n1	-0.2	-5	3	6	1	-2.9	7	-4.0	2
O/N=C/Cc1[nH]c2ccccc2c1-c1ccccc1	-0.2	-7	2	3	-1	0.4	1	2.8	2
Cc1nnc2sc(-c3ccc(-c4ccc(Cl)c(C(F)(F)F)c4)o3)nn12	-1.6	-1	8	-9	-7	-1.3	15	-28	76*
CCc1ccc(S(=O)(=O)Nc2cccc(-c3ccc4nncn4n3)c2)s1	·	4	1	2	-2	-2.6	5	0.0	1
O=C(O)c1ccc(CNCc2ccc(F)cc2)cc1	·	-6	12	-4	3	0.5	0	-0.2	-2
COc1ccc(CC(=O)N(Cc2ccccc2)c2ccc(C)cc2)cc1S(=O)(=O)N1CCOCC1	-2.8	2	0	0	1	-0.9	2	-4.0	-2
CCCOc1ccc(C(CC(=O)O)NS(=O)(=O)c2ccc(NC(C)=O)cc2)cc1 (stereo unspecified)	-0.2	12	3	1	0	-0.7	0	-2.0	-5
Cn1c(N)c(N=O)c(=O)n(C)c1=S	0.6	-1	-22	-12	·	·	43*	-0.6	-2

5 entries from above, arranged by formula weight, high to low:
SMILES	Mtb BioA inh	BoNT F protease	MazEF act	PrPC TRFRET	Rv3671c protease	UGM FP inh	GDH-TPI counter	FadD28 FP inh	Mtb FBA inh
COCCNc1nc(-c2cc(-c3ccc(Cl)cc3)on2)cc(C(C)C)n1	-0.2	-5	3	6	1	-2.9	7	-4.0	2
CSc1nsc(SCC(=O)Nc2ccccc2C(=O)O)n1	-1.2	-5	3	0	-11	5.3	-3	-1.7	-1
C=CCn1c(O)c(C(C)=NCCCN2CCOCC2)c(=O)[nH]c1=O	-0.2	-5	4	-5	-5	-1.9	11	0.7	-2
CC(C)(C)c1cc(NC(=O)c2cccs2)no1	1.1	-3	7	2	0	4.3	1	-0.9	6
O=C1CCCN1S(=O)(=O)c1ccc(F)cc1	0.5	?	8	-3	8	1.1	9	-1.3	3

The list continues.
SMILES	Mtb BioA inh	BoNT F protease	MazEF act	PrPC TRFRET	Rv3671c protease	UGM FP inh	GDH-TPI counter	FadD28 FP inh	Mtb FBA inh
COc1ccc(-c2csc3ncnc(NCCN4CCOCC4)c23)cc1	4.2	?	5	5	-6	2.3	-6	-4.2	-3
O=C(NC1CC1)C1=C[C@@H](c2coc3ccccc3c2=O)C[C@@H](OCCCCO)O1	-0.5	-5	6	1	1	0.9	0	-4.2	2
O=S(=O)(Nc1ccc(O)c2ncccc12)c1ccccc1F	-2.4	-9	·	-19	·	·	10	-2.0	2
CCOC(=O)c1c(C)[nH]c(C)c1C(=O)CSc1nc(N)cc(=O)[nH]1	·	0	4	-3	3	-1.0	12	2.0	1
O=[N+]([O-])c1cc(N=Nc2ccc3ccccc3c2)ccc1O	-0.8	-36	5	4	2	1.5	3	1.3	-1
COc1ccc(Cl)c(NC(=O)NCCN2CCN(c3ccccc3)CC2)c1	-0.9	12	5	4	5	-0.1	11	-2.1	2
Cc1cc(Cn2ccnc2)c(C)cc1Cn1ccnc1	-0.1	5	8	6	-2	-1.2	1	-0.4	6
O=C(O)CS(=O)CC(=O)Nc1cccc(C(F)(F)F)c1 (stereo unspecified)	·	0	4	4	-7	0.2	0	-2.9	3
CCOc1ccc(/C=C/c2c([N+](=O)[O-])c(=O)n(C)c(=O)n2C)cc1	·	1	-4	-14	-8	0.0	8	-3.2	-5
COc1ccc(C(=O)C[n+]2ccccc2/C=N/O)cc1	·	-3	5	-27	0	2.4	14	0.0	-3
COc1ccccc1CN1C[C@@H]2C[C@@H](c3ccccc3OC)N3CCC[C@@]23C1=O	0.8	12	-37	0	2	2.4	9	0.3	1
CC1(C)CC(=O)C=C(Nc2ccc(C(=O)O)c(O)c2)C1	·	-16	-3	-6	2	-2.5	17	0.3	5
Fc1ccccc1CSc1nc2ncc(Br)cc2[nH]1	-0.8	-9	-11	8	-10	1.5	2	-2.2	0
COc1ccc(CNc2ccc([N+](=O)[O-])cc2C)cc1	·	·	-2	-10	0	-1.1	6	-1.3	-4
COCc1cc(=O)[nH]c(/N=C(\N)Nc2c(F)cccc2F)n1	-1.8	?	10	-4	3	-2.7	-5	-1.9	1
O=C(O)CCCC(=O)Nc1ccc(-n2ccc(C(F)(F)F)n2)cc1	-1.6	?	3	5	13	2.2	2	-0.8	0
O=C(NCc1cccnc1)c1cc(-c2ccc(Cl)cc2)oc1C(F)(F)F	·	·	7	-5	-2	-3.4	8	-2.3	-22
Cc1ccc2c(c1)CC1(CN2C)C(=O)NC(=O)N(c2ccc(C)c(C)c2)C1=O (stereo unspecified)	-2.7	-11	-4	0	-13	-0.5	9	0.6	-3
Cn1cccc1C(=O)NNC(=O)COc1ccccc1F	-1.1	3	10	3	-1	-3.8	-21	-1.3	2
Cc1ccc(S(=O)(=O)NCCC(=O)N2CC(C)OC(C)C2)cc1 (stereo unspecified)	-3.7	-10	8	1	7	-0.5	-1	-2.4	1
COc1ccc(-c2nnc(SC(C)C(=O)Nc3cccc(Cl)c3)o2)cc1 (stereo unspecified)	1.3	-1	1	10	-13	-3.0	7	-4.3	0
Brc1ccc(/C=N/Nc2ncnc3c2cnn3Cc2ccccc2)cc1	·	-5	-2	0	3	-2.0	15	-3.9	7
